Source: PubChem
Fh CTSL1 inh: cathepsin L1 inhibition, PFM18AAP counter-screen. recombinant F. hepatica cathepsin L1, Z-Leu-Arg-MCA fluorescence. inhibition, % at 5.96 µM. 300,000 tested, 0.49% active;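 active = inhibition above the mean of all tested compounds plus 3 SD, set per screening campaign, cut at about 17% in these data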;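 also: 0% = plate median of test compound wells and 100% = 1 µM Z-Phe-Ala-diazomethylketone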
Efflux pump mplx: inhibitors of Candida antifungal efflux pumps expressed in yeast. S. cerevisiae Candida pump triplex, Nile Red efflux. inhibition, % at 10 µM. 330,000 tested, 0.44% active. AID 485275;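 active = plate passing quality check with inhibition over a set limit, or well fluorescence over plate mean plus 4 SD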;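 also: Nile Red retained in pooled yeast measured as flow cytometry median fluorescence; 0% = buffer negative control and 100% = Enniatin B positive control; higher means more Nile Red kept so more efflux inhibition; some compounds called inactive have numbers as strong as hits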
procasp3 activ: procaspase-3 (human) activation | recombinant procaspase-3 D3A, Ac-DEVD-pNA absorbance 405 nm | activation, % at 8.5 µM | 330,000 tested, 0.11% active | AID 463141 | P42574;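 active = activation above the mean of all tested compounds plus 3 SD, cut at about 21% in these data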;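 also: 0% = DMSO alone and 100% = DMSO wells spiked with extra 5 µM PC-3 D3A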
Target sequence (P42574 whole entry D9A/D28A/D175A): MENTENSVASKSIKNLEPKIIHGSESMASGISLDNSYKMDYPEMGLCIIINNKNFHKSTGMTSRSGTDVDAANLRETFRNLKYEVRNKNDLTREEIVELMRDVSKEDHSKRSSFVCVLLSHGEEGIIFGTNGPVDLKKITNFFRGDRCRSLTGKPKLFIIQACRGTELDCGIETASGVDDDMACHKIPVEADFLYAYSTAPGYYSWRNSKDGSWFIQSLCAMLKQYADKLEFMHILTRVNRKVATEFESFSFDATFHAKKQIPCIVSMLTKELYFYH
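Assay system – Procaspase-3 D3A mutant · Benchmarks – DMSO low control, extra-enzyme high control · Technique – 405 nm absorbance of p-nitroaniline, reads at 0 and 120 min · Doses – 8.5 µM nominal · Measure – % activation between DMSO and enzyme-spiked controls · Also added – Ac-DEVD-pNA chromogenic peptide substrate · Schedule – 1 h compound preincubation, 2 h substrate hydrolysis at 25 °C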
HCV core dimer: HCV core protein dimerization inhibition | AID 1899 | inhibition, % at 5 µM | TR-FRET GST/Flag-core106 dimerization, 1536-well | 300,000 tested, 0.33% active;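 active = inhibition above the mean of all tested compounds plus 3 SD, set per screening campaign, cut at about 45% in these data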
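Material: GST/Flag-tagged HCV core106 proteins. Incubation: 4 h, 22.5 °C incubation. Read-out basis: inhibition (%) from 671 over 617 nm ratio. Measured by: TR-FRET, excitation 340 nm, emission 617 and 671 nm.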
PP5 primary: inhibitors of human protein phosphatase 5 (PP5); P53041; purified PP5c, OMFP substrate fluorescence; inhibition, % at 6.7 µM; 320,000 tested, 0.18% active; AID 1987;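 active = inhibition above the campaign's mean inhibition across all tested compounds plus 3 SD, cut at about 9.5% in these data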;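 also: 0% = DMSO only and 100% = 100 µM cantharidin control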
TPT1 inhibitor: blocks Candida albicans tRNA 2'-phosphotransferase; inhibition, % at 5 µM; recombinant caTPT1, FP RNA substrate dephosphorylation; AID 1962; 300,000 tested, 0.81% active;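 active = inhibition above the mean of all tested compounds plus 3 SD, set per screening campaign, cut at about 24% in these data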;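 also: plate controls were DMSO alone for no effect and ferristatin control at 100 nM for full effect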
procasp7 counter: counter-screen for procaspase-3 activators: activators of human procaspase-7 | P55210 | recombinant procaspase-7, Ac-DEVD-pNA absorbance 405 nm; D23A/D198A/D206A triple mutant, cannot self-cleave; scale: DMSO 0, 5 µM enzyme 100 | activation, % at 8.5 µM | 330,000 tested, 0.093% active | AID 463210;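 active = percent activation above the screen-wide mean plus 3 SD, cut at about 25% in these data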
Target sequence (P55210 whole entry D23A/D198A/D206A): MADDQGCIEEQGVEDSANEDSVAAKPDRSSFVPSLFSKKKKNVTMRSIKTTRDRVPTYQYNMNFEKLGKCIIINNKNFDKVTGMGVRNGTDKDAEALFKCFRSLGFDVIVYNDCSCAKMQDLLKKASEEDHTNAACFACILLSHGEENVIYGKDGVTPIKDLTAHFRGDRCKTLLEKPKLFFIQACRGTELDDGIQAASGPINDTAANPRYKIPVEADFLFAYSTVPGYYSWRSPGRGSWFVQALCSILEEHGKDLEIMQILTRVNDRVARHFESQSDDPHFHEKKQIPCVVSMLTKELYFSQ
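Test system: Procaspase-7 triple mutant (PC-7 D3A). Also added: Ac-DEVD-pNA substrate, 400 µM as added. Schedule: 1 h enzyme–compound preincubation and 2 h substrate reaction, both 25 °C. Signal: p-Nitroaniline absorbance at 405 nm, read at 0 and 120 min. Control set: low DMSO alone, high DMSO plus 5 µM PC-7.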
PP1 counter: PP1-alpha (human) inhibition in PP5 counter-screen | P62136 | purified PP1alpha, OMFP fluorescence | inhibition, % at 6.7 µM | 320,000 tested, 0.9% active | AID 2235;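 active = inhibition above the mean inhibition of all tested compounds plus 3 SD, computed separately for each screening campaign, cut at about 15% in these data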
JMJD2C inh: blocks human GASC-1 demethylase activity. 330,000 tested, 0.069% active. GST-JMJD2C(1-420) H3K9me3 demethylation, DELFIA europium. inhibition, % at 2.35 µM. AID 2099. Q9H3R0;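 active = more than half of a compound's replicate wells show inhibition beyond 50%, single wells judged on their own value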;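 also: signal counts dimethyl H3K9 product captured on neutravidin plate; 0% = median of DMSO wells and 100% = 0.3 times that DMSO median; strong numbers were not always called active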
Target sequence (Q9H3R0 1-420 limits assumed): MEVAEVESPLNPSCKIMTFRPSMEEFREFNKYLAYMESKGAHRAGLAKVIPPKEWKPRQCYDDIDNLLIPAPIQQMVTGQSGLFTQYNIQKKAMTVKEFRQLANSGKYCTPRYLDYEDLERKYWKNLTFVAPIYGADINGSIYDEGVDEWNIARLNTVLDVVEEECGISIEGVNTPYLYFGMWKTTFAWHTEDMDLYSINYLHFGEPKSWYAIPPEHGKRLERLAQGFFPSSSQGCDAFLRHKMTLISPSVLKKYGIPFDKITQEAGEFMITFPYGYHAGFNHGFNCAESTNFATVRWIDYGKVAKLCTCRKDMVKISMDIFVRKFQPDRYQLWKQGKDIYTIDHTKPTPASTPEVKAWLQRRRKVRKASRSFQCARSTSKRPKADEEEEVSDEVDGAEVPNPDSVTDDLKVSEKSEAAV
* marks the source's active call; other numbers are inactive results; nt = not tested or not shown; & = joins results of further samples.

SMILES	Fh CTSL1 inh	Efflux pump mplx	procasp3 activ	HCV core dimer	PP5 primary	TPT1 inhibitor	procasp7 counter	PP1 counter	JMJD2C inh
Cc1cccc(Cn2c(N3CCN(c4ccccc4)CC3)nc3c2c(=O)n(C)c(=O)n3C)c1	1	0.0	2	15	-0.5	0	5	2	-10&0
CCOC(=O)C1=NNC2(CC(=O)N(c3cc(C)cc(C)c3)C2=O)C1 (stereo unspecified)	-2	0.0	5	1	-3.4	2	1	-1	2
CC(C)NC(=O)C1CCN(C2CCN(CC3CC=CCC3)CC2)CC1 (stereo unspecified)	-1	0.1	0	-12	5.1	2	-4	11	-12
Cc1[nH]nc(SCC(=O)NC2CCCCC2)c1[N+](=O)[O-]	-1	0.1	-3	0	0.8	0	12	-1	5
O=C1NCCN(Cc2cccc(Oc3ccccc3)c2)C1CC(=O)N1CCCCC1 (stereo unspecified)	-2	0.1	0	-2	5.3	-2	-7	5	14
COc1ccc(CCNC(=O)CN2CCN(Cc3ccccc3F)C2=O)cc1OC	0	-0.2	-1	1	-2.3	-3	4	-3	0
O=C(CCNS(=O)(=O)c1ccc(Br)cc1)NNC(=O)C1COc2ccccc2O1 (stereo unspecified)	nt	0.1	3	nt	nt	nt	4	nt	2
Cc1ccc(-n2nc3ccc(NC(=S)NC(=O)/C=C/c4ccco4)cc3n2)cc1	2	0.1	-5	37	-1.9	0	-9	2	8
COc1ccc(OC)c(/C=N/NC(=O)c2csc3ccccc23)c1	2	0.0	-7	7	4.2	2	10	-1	6
CC1(C)Cc2ccccc2C(Nn2cnnc2)=N1	2	-0.1	3	-3	0.1	0	6	0	-6
Cc1cc(-c2nnc(SCC(=O)Nc3cccc(C)c3C)n2N)n[nH]1	-1	-0.2	-1	0	0.5	2	1	-2	9
COc1ccc(CCNC(=S)Nc2ccc(OC)cc2)cc1	0	-0.5	-11	0	3.0	0	5	0	-13
CCSc1nnc(C)c(=O)n1COC(=O)c1ccc(S(=O)(=O)N2CCCC2)cc1	0	0.0	-6	0	-5.2	3	-5	1	-2
C/C(=N\Nc1nc(C(C)(C)C)cs1)c1ccccc1	5	0.1	3	-7	2.8	0	5	0	3
O=C(NCC(O)c1ccc([N+](=O)[O-])cc1)c1cccc(S(=O)(=O)N2CCCC2)c1 (stereo unspecified)	8	-0.1	-2	-2	-0.1	1	-6	-2	0
Nc1c(C(=O)N2CCCC2)sc2nc(-c3ccccc3)ccc12	1	0.0	-17	4	2.3	-4	-17	-1	-4
Cc1ccc(-c2nc3ccccc3o2)cc1NC(=S)NC(=O)/C=C/c1ccco1	-2	0.1	-3	56*	1.1	-1	-6	1	14
CC(C)CC(=O)Nc1ccccc1N1CCOCC1	-2	-0.2	-4	-1	-0.9	0	-1	-3	38
O=C(CN1C(=O)c2ccc([N+](=O)[O-])cc2C1=O)Nc1cc(S(=O)(=O)N2CCOCC2)ccc1Cl	-3	0.1	-2	4	-1.1	1	6	-7	-6
COc1ccc(C2C=C(c3ccc(Cl)cc3)Nc3nc(NC(C)=O)nn32)cc1 (stereo unspecified)	0	0.0	8	9	3.1	-50	2	1	nt
O=C(N/N=C/c1cc(Br)c(Br)o1)c1cc2ccccc2o1	4	0.2	-10	3	1.7	0	-1	2	5
Cc1ccc(Cl)cc1N1CCN(C(=O)C2CCC(=O)N(C3CCCCCC3)C2)CC1 (stereo unspecified)	2	-0.1	4	2	3.8	2	5	1	7
COc1ccc(NS(=O)(=O)c2cc(NC(=O)c3cncc(Br)c3)ccc2OC)cc1	nt	0.1	8	nt	nt	nt	5	nt	1
CCC(=O)Nc1cccc(NC(=O)c2ccc(C)c([N+](=O)[O-])c2)c1	-4	0.1	-3	0	1.6	2	12	1	-5

Part of the list above, with each value named:
canonical_smiles: Cc1ccc(Cl)cc1N1CCN(C(=O)C2CCC(=O)N(C3CCCCCC3)C2)CC1 (stereo unspecified)
  Fh CTSL1 inh: 2	Efflux pump mplx: -0.1	procasp3 activ: 4	HCV core dimer: 2	PP5 primary: 3.8	TPT1 inhibitor: 2	procasp7 counter: 5	PP1 counter: 1	JMJD2C inh: 7

canonical_smiles: COc1ccc(NS(=O)(=O)c2cc(NC(=O)c3cncc(Br)c3)ccc2OC)cc1
  Fh CTSL1 inh: nt	Efflux pump mplx: 0.1	procasp3 activ: 8	HCV core dimer: nt	PP5 primary: nt	TPT1 inhibitor: nt	procasp7 counter: 5	PP1 counter: nt	JMJD2C inh: 1

canonical_smiles: CCC(=O)Nc1cccc(NC(=O)c2ccc(C)c([N+](=O)[O-])c2)c1
  Fh CTSL1 inh: -4	Efflux pump mplx: 0.1	procasp3 activ: -3	HCV core dimer: 0	PP5 primary: 1.6	TPT1 inhibitor: 2	procasp7 counter: 12	PP1 counter: 1	JMJD2C inh: -5

Going on with the list:
SMILES	Fh CTSL1 inh	Efflux pump mplx	procasp3 activ	HCV core dimer	PP5 primary	TPT1 inhibitor	procasp7 counter	PP1 counter	JMJD2C inh
CCCCOC(=O)CNc1n[nH]c(=S)[nH]c1=O	1	-2.6	-1	-4	0.5	-1	7	-2	-10
CCc1ccc2[nH]c(=O)c(CN(CCO)C(=O)NCc3ccccc3)cc2c1	-3	0.1	-2	-5	2.5	1	2	-2	8
C/C(=N/NC(=O)CNC(=O)c1ccncc1)c1ccc(Cl)cc1	3	0.6	-6	-2	-1.3	-1	13	1	6
Cc1c(NC(=O)c2ccc3c(c2)C(=O)N(CC2CCCO2)C3=O)cccc1C(=O)O (stereo unspecified)	-1	-0.1	1	2	-3.0	-3	2	-3	-2
N#Cc1c(-c2ccccc2)c(-c2ccccc2)nn(CC(=O)NNC(=O)Nc2ccc(Cl)c(Cl)c2)c1=O	1	0.1	2	33	5.9	-4	6	23*	-2
C/C(=N\Nc1nncc2ccccc12)c1ccc(Cl)c([N+](=O)[O-])c1	-3	-0.1	-3	-5	2.7	-3	3	0	-7
CC(=O)N1CCN(C(=O)c2cccc(S(=O)(=O)N3c4ccccc4CC3C)c2)CC1 (stereo unspecified)	nt	0.1	4	nt	nt	nt	-6	nt	0
COc1cc(OC)c([N+](=O)[O-])cc1/C=N/NC(=O)c1ccncc1	1	-0.2	-3	-8	0.0	2	12	-3	11
O=c1[nH]c(-[n+]2ccccc2)c(/C=N/NC([S-])=Nc2ccccc2)s1	9	-0.1	-30	-2	-1.8	-53	-15	-5	8
COc1ccc2[nH]c(=O)c(-c3nnn(-c4ccc(F)cc4)n3)cc2c1	0	-0.1	-5	-3	1.3	-6	-2	0	7
Cn1cc(C(=O)N/N=C/c2ccc([N+](=O)[O-])cc2)c2ccccc21	1	0.0	-4	6	0.5	1	0	4	-10
Cc1ccc(N(C)C(=O)c2ccc(CNc3c(N4CCC(C)CC4)c(=O)c3=O)cc2)cc1	-4	0.1	-1	6	-0.5	0	1	-3	-7
N#Cc1ccc(C(=O)N2CCN(C(=O)C3CCCO3)CC2)cc1 (stereo unspecified)	nt	0.0	4	nt	3.1	nt	-5	-2	nt
S=C(NCC1CCCO1)N1CCN(Cc2ccccc2Cl)CC1 (stereo unspecified)	2	-0.2	1	5	0.9	0	1	4	10
Cc1ccn2c(CN3CCOCC3)c(-c3ccccc3)nc2c1	0	0.1	3	-1	2.2	-1	1	0	1
CCN(CC)C(=S)NC(=O)c1ccc(Cl)cc1Cl	0	0.3	10	4	0.0	1	-1	-3	130
COc1ccc(N2CCN(C(=O)NCc3ccc(OC)c(OC)c3)CC2)cc1	-2	0.2	2	-5	3.3	7	-2	-4	1
CN(C)c1nnnn1Cc1ccc(Cl)cc1Cl	-1	-0.1	0	-7	1.1	-5	5	0	12
CN(Cc1ccccc1)Cc1nc2c(c(=O)n(C)c(=O)n2C)n1CCc1ccccc1	-7	0.4	2	11	2.4	10	-6	2	-11
O=C(COc1ccccc1)NCC(=O)N/N=C/c1ccc(O)cc1O	1	0.2	0	-1	-1.7	1	-1	-4	-5
Cc1ccc(S(=O)(=O)NCc2ccc(N3CCN(C(=O)OC(C)(C)C)CC3)cc2)cc1	10	-0.1	5	1	-3.3	2	6	-10	1
O=C(NCC(c1cccnc1)N1CCN(c2ccccc2)CC1)OCc1ccccc1 (stereo unspecified)	-2	-0.4	6	2	-0.1	0	0	0	-11
CCCn1c(SCC(=O)N(C)CC(=O)Nc2ccc(Cl)cc2)n[nH]c1=O	nt	0.1	4	nt	1.0	nt	3	-4	2
CC(C)c1ccc(NC(=O)C[n+]2ccn(C3=C([O-])c4ccccc4C3=O)c2)cc1	1	-0.1	4	-5	-0.5	-1	2	4	-4
O=C(c1cc2c(s1)CCCC2)N1CCN(c2ccccc2)CC1	-1	-0.1	0	6	2.3	2	8	-2	7
O=C(O)C1CCCCC1C(=O)Nc1ccccc1C(=O)N1CCN(c2ccc(F)cc2)CC1 (stereo unspecified)	-1	-0.6	-9	-13	2.2	-4	-1	1	4
O=C(Nc1cccc(C(F)(F)F)c1)c1cc(-c2ccc(F)cc2)on1	-1	-0.2	6	0	3.2	-3	-7	-4	1
Cc1cccc(N2CCN(C(=O)CSCc3c(C)noc3C)CC2)c1C	2	0.9	-6	2	0.7	-3	3	8	-5
COC(=O)c1c(NC(=O)CSc2nnc(-c3cccnc3)n2Cc2ccco2)sc(C)c1C	1	0.3	7	5	2.4	-1	7	-1	5
CC1CCc2c(sc3ncn(N)c(=N)c23)C1 (stereo unspecified)	0	0.1	-30	2	-3.1	-2	-13	-3	-2
O=C(N/N=C/c1cccc2ccccc12)c1ccc(CN2CCOCC2)cc1	0	-0.1	1	-4	2.6	-1	3	2	16
COC(c1ccccc1)c1nnc(CCC(=O)N(C)CCc2ccccc2)o1 (stereo unspecified)	-2	-0.1	4	3	4.5	-1	1	-2	4
CC(C)c1ccc(/C=C/C(=O)N2CCCCCC2)cc1	-3	0.1	0	3	4.6	-2	4	2	5
COc1ccccc1C1C(C#N)=C(N)N(c2cccnc2)C2=C1C(=O)CC(C)(C)C2 (stereo unspecified)	1	0.0	3	4	-0.5	0	-3	0	6
C#CC(CC)(CC)NC(=O)c1c(C)noc1C	0	0.2	1	-3	-1.4	-3	-2	-3	-9
CCOC(=O)C1=C(C)OC(N)=C(C#N)C1C1CCCCC1 (stereo unspecified)	1	0.0	-3	-1	3.8	2	-3	1	-2
COc1ccccc1Nc1ncccc1[N+](=O)[O-]	1	0.1	-3	-10	3.0	-1	2	4	-1
COc1ccc(-c2cc(C(F)(F)F)nc(-n3cncn3)n2)cc1	-1	-0.3	0	0	-1.6	-6	4	5	18
Fc1ccc(C2=Nn3c(nnc3-c3n[nH]c4c3CCC4)SC2)cc1	-2	0.0	5	-1	3.1	-3	-1	1	3
CCC(C)(C)n1nnnc1C(c1ccc(C)cc1)N1CCN(Cc2cccnc2)CC1 (stereo unspecified)	3	0.0	-1	8	1.3	-7	9	1	-3
COc1ccc(CN(CCN(C)C)Cc2ccccc2)c(OC)c1	0	0.0	-4	-1	-2.0	-1	7	-4	-15
COc1ccccc1N1CCN(C(=O)c2ccccc2Oc2ccccc2)CC1	4	0.0	1	10	-0.8	2	11	6	10
